Screens as filed in PubChem BioAssay.
Polio RdRp inh: inhibitors of poliovirus RNA polymerase binding and polymerization | P03300 | poliovirus polymerase elongation, fluorescence polarization; hits give low values | % elongation, % (compound at 16.7 µg/mL) | 150,000 compounds, 0.66% hits; in the data active = % elongation below about 90%; also: some results filed as inactive read as strong as hits
Target sequence (P03300 1749-2209 limits assumed): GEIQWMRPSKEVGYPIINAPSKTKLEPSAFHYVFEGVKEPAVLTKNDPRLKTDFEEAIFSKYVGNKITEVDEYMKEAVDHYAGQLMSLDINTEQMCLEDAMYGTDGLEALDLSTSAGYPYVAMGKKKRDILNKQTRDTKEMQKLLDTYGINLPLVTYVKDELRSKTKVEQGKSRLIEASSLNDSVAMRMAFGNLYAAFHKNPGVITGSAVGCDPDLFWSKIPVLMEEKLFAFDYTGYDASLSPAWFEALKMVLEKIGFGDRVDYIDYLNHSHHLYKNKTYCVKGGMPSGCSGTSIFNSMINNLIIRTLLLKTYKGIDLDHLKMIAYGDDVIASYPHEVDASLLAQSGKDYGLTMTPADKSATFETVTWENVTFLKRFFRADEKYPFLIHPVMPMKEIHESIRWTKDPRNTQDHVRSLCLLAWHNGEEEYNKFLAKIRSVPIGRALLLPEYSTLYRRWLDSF
Polio RdRp inh FP z-score: further read-out of Polio RdRp inh, marked with its call; z-score; measured here: FP z-score; hits read low
Numbers without * were called inactive; & = joins results of further samples. Not all compounds are listed, so the mix of outcomes need not match the whole.

SMILES	Polio RdRp inh	Polio RdRp inh FP z-score
Cc1cc2ccccc2n1CCNC(=O)C12CC3CC(CC(C3)C1)C2	103	0.4
O=C(c1ccc(Cl)cc1)N(Cc1ccco1)Cc1ccco1	106	-0.2
CCn1ncc(Cc2cnn(CC)c2C)c1C	105	0.2
COc1ccc(-c2nc3sc(CCNC(=O)c4ccc(C(C)(C)C)cc4)c(C)n3n2)cc1	103	-0.8
COC(=O)C(N)Cc1c[nH]c2ccccc12 (configuration not stated)	101	-0.1
CSC1CCCCC1(O)CSc1nc2c(cc1C#N)CCCC2 (configuration not stated)	98	-1
COc1ccc(NC(=O)C(NS(=O)(=O)c2cccc3nsnc23)C(C)C)cc1 (configuration not stated)	104	-0.3
COc1ccc(NC(=O)CCc2nnc3n(Cc4ccccc4)c(=O)c4ccccc4n23)cc1	102	0.1
NCc1nc2cccnc2n1Cc1ccccc1Cl	110	0.6
O=C(Nc1cc(N2CCCCC2)ncn1)c1ccc(F)cc1	105	1.2
CCOc1ccc(NC(=O)CN2CCN(CC(=O)Nc3ccc(OC)cc3)CC2)cc1	107	0.1
CC/C(C)=N/n1c(-c2ccc3c(c2)NC(=O)CO3)csc1=Nc1ccc(C)cc1	147	5.8
CC1(C)CC(=O)C=C(NCCCNC2CCCCC2)C1	101	0.4
CN(C)c1ccc(NC(=O)c2sc3nc4c(cc3c2N)N2CCC4CC2)cc1	103	-0.4
CN(C)c1ccc(NC(=O)Cn2c(SCc3ccc(F)cc3)nc3ccncc32)cc1	102	-1.9
O=C(Cn1c(-c2cccs2)cc2cc(F)ccc21)N1CCN(c2ccccc2)CC1	111	0.1
COc1cccc(C(=O)Nc2cccc(OCc3cc(=O)n4cccc(C)c4n3)c2)c1	104	-0.3
CCc1ccc(CNc2ccc3c(c2)ncn3C(C)(C)C)cc1	106	0.5
CCOC(=O)CC1c2cc(OCC)c(OCC)cc2CCN1S(C)(=O)=O (configuration not stated)	103	0.4
c1ccc(-c2nnc(CN3CCc4ccccc4C3)o2)cc1	102	-0.5
O=C(N1CCC(n2cnc3cccnc32)CC1)N1c2ccccc2Sc2ccccc21	102	0.1
CCOC(=O)c1ccccc1NC(=S)N1CCC(N2CCCCC2)CC1	101	0.1
O=C(NCC(O)c1ccccc1)c1ccc(Cl)cc1 (configuration not stated)	99	0
CC(C)(C)C(=O)CSc1nc2ccccc2c(=O)n1-c1ccccc1	104	0.9
COc1ccc(-n2c(SCC(N)=O)nc3ccccc3c2=O)cc1	101	-0.1
O=C1Cc2ccccc2CC(=O)N1	101	-0.1
N#Cc1ccc(NC(=O)c2oc3ccccc3c2CSCc2ccccc2)cc1	96	-0.7
CC(=NCc1ccc(Cl)c(Cl)c1)c1ccccc1O	103	0.2
CCc1ccc(NC(=O)CCCc2nnc3n(CC(C)C)c(=O)c4sccc4n23)cc1	114	-0.1
Cc1ccccc1N1CCN(S(=O)(=O)c2cccs2)CC1	102	-0.2
CCOc1ccc(OCC(=O)O)cc1	103	0.3
COc1ccc(C2CC(=O)N(CC(=O)Nc3ccc(C)c(Cl)c3)c3ccccc3S2)cc1OC (configuration not stated)	106	0.5
O=C(CN(C(=O)c1ccc(Cl)nc1)c1ccc2c(c1)OCCO2)NCc1ccco1	101	0
CCCCCNC(=O)CCn1c(=O)[nH]c2ccccc2c1=O	103	-0.8
CC1(C)C2CCC1(CS(=O)(=O)N1CCCN(c3nc4ccc(Cl)cc4s3)CC1)C(=O)C2 (configuration not stated)	102	-0.6
O=C(c1cc(=O)[nH]c2ccccc12)N1CCSC1=NCCc1ccccc1	64*	-3.7*
COc1cccc(NC(=O)Cn2c(=O)n(CCc3ccccc3)c(=O)c3c4c(sc32)CN(C(C)=O)CC4)c1	106	0.4
O=C(CSc1nc2c([nH]c3ccccc32)c(=O)n1-c1ccc(Cl)cc1)N1CCc2ccccc21	103	-0.9
COc1ccc(OCC(=O)N2CCOCC2)cc1	103	1
O=C(NC1CSCC1=O)c1ccccc1 (configuration not stated)	105	1.2
O=C(NCCCN1CCN(c2ccccc2)CC1)c1nnc(Cc2c(F)cccc2Cl)o1	91	-3.7
Cc1ccc2ncc(C(=O)NC(C)c3ccccc3)c(=O)n2c1 (configuration not stated)	102	-0.7
CCOC(=O)N1CCN(C(=O)CSc2nc3c([nH]c4ccccc43)c(=O)n2-c2ccc(OCC)cc2)CC1	102	0.5
CCCNC(=O)Cn1ncc2c3ccccc3n(CCC)c2c1=O	109	0.5
C=CC(=O)n1nccc1-c1sc(COc2cccc(Cl)c2)nc1C	103	-0.2

2 of the compounds above, as labelled records:
Compound: O=C(NCCCN1CCN(c2ccccc2)CC1)c1nnc(Cc2c(F)cccc2Cl)o1
  Polio RdRp inh = 91 | Polio RdRp inh FP z-score = -3.7
Compound: O=C1Cc2ccccc2CC(=O)N1
  Polio RdRp inh = 101 | Polio RdRp inh FP z-score = -0.1

Carrying on:
SMILES	Polio RdRp inh	Polio RdRp inh FP z-score
Cc1ccc(-n2ccnc(NCCc3ccccc3)c2=O)cc1C	104	0.3
Cc1cc(C)c(Cn2c(SCc3cccc(F)c3)nc3ccncc32)c(C)c1	105	0.9
COc1ccc(C2CC(=O)Nc3c2c(C)nn3-c2nc(C)cc(C)n2)c(OC)c1OC (configuration not stated)	105	-0.3
CN1CCC(N(C)C(=O)c2cc3ccccc3o2)CC1	99	-0.5
Cc1ccc(N2C(N)=C(C#N)C(c3ccccc3)C3=C2CC(C)(C)CC3=O)cc1 (configuration not stated)	106	0.4
O=C(Nc1ccncc1)C1COc2ccccc2O1 (configuration not stated)	105	0.2
CSc1ccccc1NC(=O)COC(=O)c1cccc2ccccc12	99	-0.7
CC(C)(C)c1csc(Cc2ccccc2Cl)n1	99	-1
Cc1ccc(C)c(NC2=C(c3ccc(C(F)(F)F)cc3)C(=O)c3ccccc32)c1	104	-0.1
O=C(Cn1ncn2c(cc3ccccc32)c1=O)NC1CC1	99	-1.1
COc1cc(C(CC(=O)Nc2ncccc2C)N2Cc3ccccc3C2=O)cc(OC)c1OC (configuration not stated)	112	0.9
CN1CCC(NC(=O)c2cccc(C(F)(F)F)c2)CC1	102	0.4
CCN(CC)S(=O)(=O)c1ccc2oc(SCc3cn4c(C)cccc4n3)nc2c1	107	0.7
COc1ccc(N2CCN(CCCNC(=O)Nc3ccccc3)CC2)cc1	110&102	0.5&0.6
O=C(CNC(=O)C1CCCCC1)Nc1ccc(Cl)cc1	104	1
Cc1ccc2cc(/C=C(\C#N)C(N)=O)c(N(C)C)nc2c1	126	2.4
OC(c1nc2ccc(F)cc2[nH]1)C(O)c1nc2ccc(F)cc2[nH]1 (configuration not stated)	104	0.4
CCc1nn(C(C)C(=O)NCCN2CCN(c3cccc(C)c3C)CC2)c(=O)c2cc3occc3n12 (configuration not stated)	106	2
COc1ccc(-n2ccn3c(CCC(=O)O)nnc3c2=O)cc1	98	-0.6
COc1cc(-c2nnn(CC(=O)NCc3ccccc3)n2)cc(OC)c1OC	108	0.8
CCOc1ccc2c(c1)=C(c1sc(N)nc1O)C(=O)N=2	101	0.4
COc1ccc(C)cc1NC(=O)CSc1ncc2c(n1)-c1ccc(Cl)cc1N(Cc1ccccc1)S2(=O)=O	111	0.4
Cc1cccc(Nc2nc(N)nc(N)c2S(=O)(=O)c2ccccc2)c1	108	0.9
CC(C)CN(CCNC(=O)c1cn(C)c2ccc(S(=O)(=O)N3CCCC3)cc2c1=O)CC(C)C	102	-0.4
CCOc1ccc(C2=CC(c3cccc(Br)c3)n3c(nc4ccccc43)N2)cc1Cl (configuration not stated)	112	1.3
CC(NC(=O)Nc1ccccc1)c1ccccc1 (configuration not stated)	100	0.1
CCN1CCN(c2ncc3c(n2)CCN(Cc2cc(F)cc(F)c2)C3)CC1	86*	-3*
O=C(CN1C(=O)COc2ccccc21)NCc1ccco1	102	0.1
Cc1cccc(N2CCN(CCCNc3ncnc4onc(-c5ccc(F)cc5)c34)CC2C)c1 (configuration not stated)	107	0.2
O=C(Nc1ccccc1C(F)(F)F)N1CCCCCC1	101	0.2
CCC1CN(C(=O)Nc2cccc3c2CCCC3)c2ccccc2O1 (configuration not stated)	113	1
CCCCc1nn2c(=O)cc(COC(=O)c3cccc(NC(=O)c4cccc(Cl)c4)c3)nc2s1	112	1.5
Cc1oc(-c2ccccc2)nc1C(=O)N(C)Cc1cccc(Cl)c1Cl	105	0.5
COc1ccccc1CNS(=O)(=O)c1c(C)nc2scc(C)n2c1=O	101	-1
Cc1cc(Nc2ccc(N3CCCC3)cc2)n2c(nc3ccccc32)c1C#N	102	0
Cc1onc(-c2ccccc2)c1C(=O)NCCN1CCNC1=O	103	0.3
CC(C)(C)c1ccc(C(=O)NCC(c2cccnc2)N2CCc3ccccc3C2)cc1 (configuration not stated)	101	-1.8
COc1ccc(-n2nnc(C(N)=O)c2N)cc1	104	0.9
Cc1ccc2oc(=O)c3cc(C(=O)N4CCCCC4)sc3c2c1	103	0.3
O=c1c[n+]([O-])c2ccccc2n1OCc1c(F)cccc1F	99	-0.9
O=C(O)/C=C\C(=O)NCc1cccs1	104	0.4
O=C(NCc1nnc(SCC(=O)N2CCc3ccccc32)o1)c1ccccc1	96	-1.7
Nc1nc2c3cccc4cccc(c(=O)n2n1)c43	92	-2.3
COc1ccc(C(=O)Nc2ccc3oc(-c4cccc5c(Br)cccc45)nc3c2)cc1	110	1
O=c1cc(CN2CCCCC2)c2cc(O)ccc2o1	105	1
CC(=O)NCCC(=O)Nc1nnc(SCc2ccc(C#N)cc2)s1	105	0.3
CC(=O)N[C@@H](Cc1c[nH]c2ccccc12)C(=O)O	97	-0.5
CCOC(=O)c1cc(C(=O)NN)c(C)nc1C	104	0.1
CC(N)c1ccc2c(c1)CCC2 (configuration not stated)	100	-0.6
CCCn1c(SCC(N)=O)nnc1C1CC1	103	0.6
N#Cc1cccc(NC(=O)C2CCN(c3ncccn3)CC2)c1	108	0.5
CC(C)c1cc(C(=O)O)n(-c2ccccc2)n1	108	0.5
Cn1c(=O)cc(OCC(=O)NCCCN2CCCCCC2)c2ccccc21	100	-0.2
CSCCNC(=O)Nc1c(-c2c(Cl)cccc2Cl)noc1C	102	0.2
Cc1ccc(S(=O)(=O)c2cc(O)ccc2O)cc1C	103	0.2
COc1ccc2c(C)c(CCC(=O)NCc3cccc(Cl)c3)c(=O)oc2c1	106	-0.1
O=c1cc(O)nc(-c2ccccc2)[nH]1	97	-0.4
CN(c1ccccc1)S(=O)(=O)c1cccc(C(=O)N2CCCCCC2)c1	102	0.3
CCN(CC)c1cc(C)c2cc(NC(=O)c3cccc(OC)c3)ccc2n1	106	0.5
O=C1C(=Cc2ccc(-c3ccc(F)cc3F)o2)C(=O)c2ccccc21	101	-0.2

(more compounds)
SMILES	Polio RdRp inh	Polio RdRp inh FP z-score
Cc1ccc(CNC(=O)CCCCCn2c(=O)c3sccc3n(CC(=O)Nc3ccc(C)c(F)c3)c2=O)cc1	105	0
CCC(C)N=Cc1c(NCc2ccco2)nc2c(C)cccn2c1=O (configuration not stated)	102	0.2
Oc1ccc2ccccc2c1CN1CCN(c2ccccn2)CC1	104	0.9
O=C(NCc1cccs1)C1CCCCC1	101	0
COc1ccc(C)cc1NC(=O)CCS(=O)(=O)c1cc2c3c(c1)CCN3C(=O)CC2	110	0.3
O=C1CN(C(=O)c2c(F)cccc2Cl)C(c2ccc(F)cc2)c2cc(Br)ccc2N1 (configuration not stated)	103	-0.2
CC(NC(=O)c1cccc(Nc2nc3ccccc3n3nnnc23)c1)c1ccccc1 (configuration not stated)	108	0.4
C1CCC2(C1)OCC(CN1CCOCC1)O2 (configuration not stated)	101	-0.3
O=C(NCCc1nc2ccccc2n1Cc1ccc(F)cc1)c1ccco1	100	-1.8
O=C1CSc2cc(S(=O)(=O)N3CCC(Cc4ccccc4)CC3)ccc2N1	103	0.9
O=C(CCCCCn1c(=O)c2sccc2n(Cc2ccccc2Cl)c1=O)NCc1ccc2c(c1)OCO2	110	0.9
CCCCCOCC1Cc2c(C)nn(C(N)=S)c2O1 (configuration not stated)	102	0.1
CCOc1ccc(NS(=O)(=O)N(C)C)cc1	110	1.1
CC(=O)c1cccc(NC(=O)CCn2nc(C)c(S(=O)(=O)N3CCCCC3)c2C)c1	109	0.7
CC(C)n1c(O)c(N=NC(=O)C2CC2)c2ccccc21	104	0

Compound profiles, as listed above. Order of screens: Polio RdRp inh	Polio RdRp inh FP z-score
O=C1CSc2cc(S(=O)(=O)N3CCC(Cc4ccccc4)CC3)ccc2N1 is listed with 103	0.9
O=C1CN(C(=O)c2c(F)cccc2Cl)C(c2ccc(F)cc2)c2cc(Br)ccc2N1 (configuration not stated) is listed with 103	-0.2
O=C(NCc1cccs1)C1CCCCC1 is listed with 101	0
CC(=O)c1cccc(NC(=O)CCn2nc(C)c(S(=O)(=O)N3CCCCC3)c2C)c1 is listed with 109	0.7
CC(NC(=O)c1cccc(Nc2nc3ccccc3n3nnnc23)c1)c1ccccc1 (configuration not stated) is listed with 108	0.4

The listing picks up, starting 3 compounds before the break.
SMILES	Polio RdRp inh	Polio RdRp inh FP z-score
CCOc1ccc(NS(=O)(=O)N(C)C)cc1	110	1.1
CC(=O)c1cccc(NC(=O)CCn2nc(C)c(S(=O)(=O)N3CCCCC3)c2C)c1	109	0.7
CC(C)n1c(O)c(N=NC(=O)C2CC2)c2ccccc21	104	0
CNC(=O)c1ccc(Cn2c(SCc3ccc(F)cc3)nc3ccncc32)cc1	105	0.6
O=C(NC1CCCCC1)NC1(C(=O)N2CCC(O)CC2)CCCCC1	103	0.2
CCN(CC)CC#Cc1cccc(C)c1	102	0.2
COc1ccc(OCc2nnc3n2CCC3)cc1	102	0.3
Cc1n[nH]c(C)c1SCC(=O)O	105	0.3
